hgDAF12 agonist: activates the H. glycines DAF-12 receptor ligand-binding domain; HEK293 GAL4-hgDAF12 UAS-luciferase reporter, agonist luminescence; normalized to butyrate control; activation, % at 6.8 µM; 370,000 tested, 1.8% active; AID 687014;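 active means activation above a cutoff set at the mean of all screened compounds plus 3 SD, cut at about 10% in these data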;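 further: 0% = DMSO wells and 100% = sodium butyrate wells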
DAX1 inh-1: blocks DAX1 repression of SF-1 activated StAR promoter. HEK293T StAR-luciferase reporter, SF-1/DAX-1 repression relief. AID 652010. 370,000 tested, 1.1% active. inhibition, % at 6.8 µM;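 active means inhibition above the mean over all tested compounds plus 3 SD, cut at about 3.6% in these data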;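 further: 0% = DAX-1 cells with DMSO and 100% = cells lacking DAX-1 with DMSO; higher inhibition means more luminescence from relief of DAX-1 repression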
sPLA2-III inh: Inhibits HGIII-sPLA2 liposome hydrolysis, primary screen; 370,000 tested, 0.56% active; inhibition, % at 12.2 µM; Q9NZ20; AID 743126; QFRET BODIPY PC-A2 liposome hydrolysis, fluorescence;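 active means inhibition above mean plus 3 SD of compounds lying within the high and low control bounds, cut at about 19% in these data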;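 further: 0% = median of test compound wells and 100% = no enzyme DMSO wells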
KLK7 zymogen act: activators of human kallikrein-7 zymogen; P49862; purified proKLK7, EDANS-DABCYL substrate fluorescence; 100% is mature enzyme control, 0% vehicle; activation, % at 7 µM; 370,000 tested, 0.9% active; AID 652039;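 active means activation above the mean of all tested compounds plus 3 SD, computed per campaign excluding outliers beyond control limits, cut at about 13% in these data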
DAX1 inh-2: inhibitors of human orphan nuclear receptor DAX1 (NR0B1) | P51843 | HEK293 Gal4-DAX1 luciferase reporter, luminescence | inhibition, % at 6.75 µM | 340,000 tested, 0.99% active | AID 504766;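 active means inhibition above the mean over all tested compounds plus 3 SD, cut at about 4.2% in these data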;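 further: 0% = DAX1-transfected cells with DMSO and 100% = empty-vector control cells with DMSO; inhibition shows as a rise in luminescence from relieved DAX1 repression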
GC-B act: GC-B (human) receptor activation | HEK293-GC-B cells, CNP EC30, cGMP TR-FRET; 0% at EC30 CNP, 100% saturating CNP | 370,000 tested, 0.11% active | P20594 | activation, % at 10 µM | AID 1920062;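 active means activation at 10 µM reaching about 35% in either raw or pattern-adjusted values, limit read from the data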
ssDAF-12 act: activators of S. stercoralis DAF-12 nuclear receptor; HEK293 ssDAF-12/GRIP1 lit1-tk-luc reporter, luminescence; % of 3 µM dafachronic acid response; activation, % at 6.8 µM; 370,000 tested, 1% active; AID 652126;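 active means activation above the mean over all tested compounds plus 3 SD, cut at about 0.9% in these data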;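 further: 0% = DMSO-only wells and 100% = 3 µM delta7-dafachronic acid wells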
hcDAF-12 act: activates DAF-12 receptor from parasite H. contortus. HEK293 hcDAF-12 lit1-tk-luc reporter, luminescence; 0% DMSO, 100% Δ7-dafachronic acid. activation, % at 6.8 µM. 370,000 tested, 1.4% active. AID 652067;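 active means activation above the mean of all tested compounds plus 3 SD, cut at about 5.5% in these data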;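 further: 100% = response to 3 µM Δ7-dafachronic acid high control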
GC-A act: GC-A (human) enzyme activation; 370,000 tested, 0.14% active; activation, % at 10 µM; P16066; HEK293 GC-A cells, cGMP TR-FRET, EC30 ANP; 0% at EC30 ANP, 100% saturating ANP; in the data active means activation above about 40%
Target sequence (P16066 whole entry, looked up): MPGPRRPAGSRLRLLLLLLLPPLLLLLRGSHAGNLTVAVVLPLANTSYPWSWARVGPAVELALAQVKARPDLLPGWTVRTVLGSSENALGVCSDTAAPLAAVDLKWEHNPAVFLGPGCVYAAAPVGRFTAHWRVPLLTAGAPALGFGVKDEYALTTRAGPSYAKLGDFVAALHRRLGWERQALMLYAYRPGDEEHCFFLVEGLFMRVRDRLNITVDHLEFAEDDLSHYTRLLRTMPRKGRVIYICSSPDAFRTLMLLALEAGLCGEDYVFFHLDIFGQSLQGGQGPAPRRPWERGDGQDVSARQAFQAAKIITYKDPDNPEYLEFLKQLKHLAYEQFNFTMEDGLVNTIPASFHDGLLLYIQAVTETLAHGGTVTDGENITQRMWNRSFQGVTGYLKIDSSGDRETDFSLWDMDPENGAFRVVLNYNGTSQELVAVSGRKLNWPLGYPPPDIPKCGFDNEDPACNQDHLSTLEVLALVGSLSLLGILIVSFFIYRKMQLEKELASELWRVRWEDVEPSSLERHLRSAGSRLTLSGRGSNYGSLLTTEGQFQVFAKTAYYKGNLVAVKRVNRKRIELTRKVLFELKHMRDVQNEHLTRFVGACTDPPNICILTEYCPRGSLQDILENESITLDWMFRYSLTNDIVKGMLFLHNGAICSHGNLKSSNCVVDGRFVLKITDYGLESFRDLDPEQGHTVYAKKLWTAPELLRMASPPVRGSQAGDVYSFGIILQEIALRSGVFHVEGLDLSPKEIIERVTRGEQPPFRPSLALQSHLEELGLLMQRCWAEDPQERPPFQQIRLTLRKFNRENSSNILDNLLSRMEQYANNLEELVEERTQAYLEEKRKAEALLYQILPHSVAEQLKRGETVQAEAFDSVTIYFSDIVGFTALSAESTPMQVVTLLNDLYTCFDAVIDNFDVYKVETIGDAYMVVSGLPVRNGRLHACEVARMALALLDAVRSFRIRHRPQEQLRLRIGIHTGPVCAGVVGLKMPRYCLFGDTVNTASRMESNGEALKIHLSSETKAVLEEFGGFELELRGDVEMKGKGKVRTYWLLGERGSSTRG
SMARCA2 act: activators of SMARCA2 function; MG213 cells, MMTV-luciferase reporter, dexamethasone, overnight; activation, % at 9.1 µM; 370,000 tested, 1% active; AID 652017; in the data active means activation above about 7.8%;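 further: 0% = vehicle wells and 100% = reference activator wells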
FXN GAA850 act: activators of GAA850 frataxin (FXN) promoter. HEK293 lucGAA850 FXN promoter luciferase reporter, 24 h; percent of 10 µM SAHA response. activation, % at 6 µM. 360,000 tested, 0.56% active;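 active means activation above the average of all compounds screened plus 3 SD, cutoff fixed separately per campaign, cut at about 7.5% in these data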;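 further: 0% = DMSO wells and 100% = 10 µM SAHA wells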
* marks the source's active call; other numbers are inactive results; nt = no result given.

Below each SMILES – sPLA2-III inh	hcDAF-12 act	SMARCA2 act	GC-A act	GC-B act	KLK7 zymogen act	DAX1 inh-2	FXN GAA850 act	hgDAF12 agonist	ssDAF-12 act	DAX1 inh-1
1: O=C(CSc1nnc(-c2cccc(S(=O)(=O)N3CCCC3)c2)n1-c1ccccc1)Nc1ccc(C(=O)O)cc1
    5	-0.9	-3	2	7	0.0	0.5	2.7	-0.3	-0.4	-0.9
2: CCCNS(=O)(=O)c1ccc(NC(=O)Cc2cccs2)cc1
    -16	-0.8	-1	-4	14	0.0	-0.8	3.5	1.2	-1.3	0.1
3: NC(c1ccc(F)c(F)c1)c1nc(-c2cncnc2)cs1 (stereo unspecified)
    9	1.3	-2	-17	-8	-0.5	nt	1.4	-0.8	-0.9	0.1
4: CNC(=O)Nc1ccc2nc(C)sc2c1
    -2	2.9	5	1	-3	-0.2	0.0	3.0	2.4	-1.5	0.5
5: Oc1c(Cl)cc(Cl)cc1CNn1cnnc1
    7	-1.7	-5	0	-6	-0.8	0.3	0.9	-3.0	0.0	3.6
6: CC(=O)OC(CC(=O)O)C[N+](C)(C)C (stereo unspecified)
    2	0.3	-1	5	2	-0.1	-0.2	0.1	-0.7	-0.5	1.2
7: CCOc1ccc(Cl)cc1S(=O)(=O)NCc1ccccn1
    6	-2.4	-5	-7	-2	0.3	2.2	-1.5	1.3	-0.8	0.8
8: Cc1ccc(CNC(=O)CN(C)S(=O)(=O)c2ccc(F)cc2)cc1
    2	-0.8	-2	5	0	-0.4	-0.8	1.5	-2.7	-1.2	0.1
9: Cc1cc(C(C)(C)C)cc(C)c1CCNC(=O)c1c(C)noc1C
    11	-4.4	-2	2	-2	0.2	-2.4	-3.3	1.5	-2.1	-0.8
10: CC1(C(=O)Nc2ccc3c(c2)OCO3)CCN1C(=O)Cc1cccc2ccccc12 (stereo unspecified)
    -2	-1.9	-3	3	2	0.3	nt	0.9	-1.7	0.1	0.2
11: COC(=O)c1cccc(S(=O)(=O)N2CCC(NC(=O)NC34CC5CC(CC(C5)C3)C4)CC2)c1
    7	-2.1	-1	1	-4	-0.3	-0.6	-2.8	-1.4	-1.4	1.0
12: COc1cc(Cl)c(C)cc1NC(=O)c1cccc(OC)c1OC
    4	0.0	6	-11	-8	0.3	0.0	6.8	11*	-1.2	0.6
13: CC(NNC(=S)N1CCN(c2ccccn2)CC1)c1nccc2ccccc12 (stereo unspecified)
    13	-1.2	-4	3	3	-0.3	-4.7	-0.2	-4.3	-1.6	-3.8
14: N#Cc1cc2c(nc1SCc1ccccc1)CCC2
    6	-1.2	-2	15	17	-0.3	-0.2	-0.8	-0.7	-1.4	0.3
15: NC(=O)c1ccc(NC(=O)COC(=O)c2ccc3ccccc3n2)cc1
    11	1.6	0	-3	-5	-0.6	-1.9	0.8	4.6	0.3	0.0

Along the list, quoted from above.
Entries 7–10 in GC-A act read -7, 5, 2, 3
Entries 7–10 in KLK7 zymogen act read 0.3, -0.4, 0.2, 0.3
Entries 7–10 in GC-B act read -2, 0, -2, 2

Copied from the list:
Entry for entry 8 under KLK7 zymogen act: -0.4
Entry for entry 5 under FXN GAA850 act: 0.9
Entry for entry 1 under GC-B act: 7

Three entries out of the list above, arranged by the value under DAX1 inh-1, smallest number first:
no. | Structure | sPLA2-III inh | hcDAF-12 act | SMARCA2 act | GC-A act | GC-B act | KLK7 zymogen act | DAX1 inh-2 | ssDAF-12 act | DAX1 inh-1
13 | CC(NNC(=S)N1CCN(c2ccccn2)CC1)c1nccc2ccccc12 (stereo unspecified) | 13 | -1.2 | -4 | 3 | 3 | -0.3 | -4.7 | -1.6 | -3.8
10 | CC1(C(=O)Nc2ccc3c(c2)OCO3)CCN1C(=O)Cc1cccc2ccccc12 (stereo unspecified) | -2 | -1.9 | -3 | 3 | 2 | 0.3 | nt | 0.1 | 0.2
4 | CNC(=O)Nc1ccc2nc(C)sc2c1 | -2 | 2.9 | 5 | 1 | -3 | -0.2 | 0.0 | -1.5 | 0.5

(cont.)
Below each SMILES – sPLA2-III inh	hcDAF-12 act	SMARCA2 act	GC-A act	GC-B act	KLK7 zymogen act	DAX1 inh-2	FXN GAA850 act	hgDAF12 agonist	ssDAF-12 act	DAX1 inh-1
16: COc1ccc(C(C)=O)cc1COc1ccccc1[N+](=O)[O-]
    -6	-1.4	0	nt	nt	-0.2	0.4	2.6	-1.8	-1.9	-0.8
17: C=C(C)CN(CC)C(=O)CSc1nc2ncc(Cl)cc2[nH]1
    -5	-0.2	2	-3	-1	0.1	-1.3	1.7	-0.9	-0.4	-0.1
18: COc1ccc(Cl)cc1NC(=O)C1CCCN(c2ncnc3c2nc2n3CCCCC2)C1 (stereo unspecified)
    -3	0.1	2	1	-2	0.1	1.0	1.1	0.7	-1.2	0.0
19: Cc1nnc(NC(=O)C2CCN(c3cnccn3)CC2)s1
    -4	-2.0	-1	1	1	-0.2	-0.3	-1.8	1.4	-1.4	0.1
20: Cc1cc(C)c2c3c(c(-c4ccccc4)n2n1)c(=O)n(C)c(=O)n3C
    7	0.3	6	3	-3	0.1	-0.2	3.1	2.6	-1.0	0.3
21: O=C(NCC1CCCCC1)c1cc(S(=O)(=O)N2CCCCC2)ccc1N1CCOCC1
    -6	-0.1	2	-1	4	0.1	-0.4	0.5	2.6	-2.0	-1.3
22: Cc1cc(NC(=O)Nc2cccc(Cl)c2)no1
    -7	1.2	-3	4	-9	-0.2	0.7	1.4	-0.1	-0.4	0.7
23: CC(C)(C)OC(=O)N(Cc1ccccc1)Cc1ccc(OCc2cccc(NC(=O)c3ccccc3)c2)cc1
    -9	-0.8	1	1	4	0.1	-0.1	0.4	3.2	-1.2	-0.9
24: COc1cccc(-c2ccc(-c3noc(-c4ccccc4F)n3)c(OC)n2)c1
    3	0.5	-2	1	-1	0.2	0.0	-1.6	0.6	-1.4	0.1
25: CC(C)(C)c1cc(CCC(=O)NCC2CCCO2)cc(C(C)(C)C)c1O (stereo unspecified)
    2	-1.1	-1	5	4	-0.1	-0.1	1.8	1.3	-1.5	0.4
26: COc1ccc(S[C@@H](CCN2CC[C@H](C)CCC2=O)c2ccccc2)cc1
    -9	-2.0	-2	-3	-5	0.0	-1.2	-1.6	-0.8	-1.8	-1.3
27: Cc1ccc(S(=O)(=O)/N=C(/Nc2ccc(F)cc2F)c2ccccc2)cc1
    -14	-1.1	2	-8	-1	0.2	0.6	1.7	-1.8	-0.8	-0.7
28: CCOc1ccc(CCNC(=O)CSCC(=O)Nc2ccc(OC)cc2)cc1OCC
    1	-0.7	2	-1	-1	-0.2	-0.3	-1.1	5.3	-1.4	-1.1
29: C=CCn1c2ccccc2c(=O)c2cc(C#CC[C@@H](C)O)ccc21
    -11	1.6	7	3	0	0.5	-0.3	11*	7.2	0.0	1.2
30: CC1CCCCC1NC(=O)CCS(=O)(=O)c1ccc(Cl)cc1 (stereo unspecified)
    2	-1.1	-1	-1	5	0.6	0.0	1.0	-0.6	-1.6	0.7

New compounds follow.
Below each SMILES – sPLA2-III inh	hcDAF-12 act	SMARCA2 act	GC-A act	GC-B act	KLK7 zymogen act	DAX1 inh-2	FXN GAA850 act	hgDAF12 agonist	ssDAF-12 act	DAX1 inh-1
31: COc1ccc2c(c1)CCc1c(C(=O)N3CC4(C)CC3CC(C)(C)C4)noc1-2 (stereo unspecified)
    2	-1.0	-2	2	1	-0.7	-0.7	1.8	0.6	-0.8	0.1
32: C/C(=N\NC(=O)c1ccc([N+](=O)[O-])cc1)c1cc2ccccc2oc1=O
    -7	2.1	-1	-6	0	-0.4	-1.3	-1.6	3.4	-1.6	0.4
33: CC(=O)N1CCOc2ccc(S(=O)(=O)Nc3ncccc3C)cc21
    10	-1.2	-3	6	0	-0.1	-0.1	-1.4	0.5	-0.6	0.1
34: O=C(OCCN1C(=O)c2ccccc2C1=O)c1cc(S(=O)(=O)N2CCOCC2)ccc1Cl
    -4	-0.3	0	-4	0	0.2	-0.3	2.1	-1.2	-0.7	0.9
35: Cn1c(SCc2ccccc2C#N)nnc1-c1ccncc1
    -1	0.4	0	3	-1	0.3	-0.9	1.0	-2.4	-0.7	-0.5
36: O=C(NCCNc1cc(Cl)ccc1[N+](=O)[O-])c1ccco1
    -1	-3.1	-1	0	3	0.4	-0.3	-3.0	-2.1	-1.6	0.1
37: CCOC(=O)/C(C#N)=C/c1cc(C)n(-c2ccc(C)cc2)c1C
    0	2.0	0	-5	-6	-0.5	1.5	2.3	5.2	-1.3	0.2
38: Cn1c(N)c(C(C[N+](=O)[O-])c2ccccc2Cl)c(=O)n(C)c1=O (stereo unspecified)
    -2	1.8	-3	8	3	0.6	0.8	0.7	-1.4	-0.1	0.8
39: COc1ccc(C(c2nnnn2C2CCCC2)N2CCN(c3ccccc3)CC2)cc1 (stereo unspecified)
    -11	-0.3	-2	-11	-3	0.9	0.4	-1.3	0.4	-1.3	-0.8
40: COC(=O)NNC(=O)c1ccc(C)c(Br)c1
    0	0.7	2	4	2	0.0	-0.2	0.7	0.8	-1.0	-0.5
41: Cc1cc2oc(=O)cc(-c3ccccc3)c2c(C)c1-c1ccc(C#N)cc1
    11	-0.3	-1	-24	-26	0.6	-1.3	1.3	2.7	-0.9	-2.4
42: O=C(COC(=O)CCCN1C(=O)c2cccc3cccc(c23)C1=O)NC1CCS(=O)(=O)C1 (stereo unspecified)
    3	-0.1	-1	-2	-2	-0.9	-0.3	-0.7	0.6	-0.5	-0.9
43: COCCN(C(=O)COC(=O)Cc1cccc2ccccc12)c1c(N)n(Cc2ccccc2)c(=O)[nH]c1=O
    -11	0.2	-2	1	2	-0.2	0.4	2.3	-1.0	-1.3	-0.1
44: COc1ccc(C(=O)N2CCCCC2c2cc(C(=O)NCc3ccc(Cl)c(Cl)c3)no2)cc1 (stereo unspecified)
    -19	-2.7	-3	3	0	1.0	nt	-1.9	0.2	-1.9	-1.9
45: O=C(CCl)Nc1cc(-c2ccccc2)nn1-c1ccccc1
    -1	-2.5	-3	-2	5	0.4	-1.1	-9.7	-6.3	-0.7	-2.4

Arranged by count of non-hydrogen atoms (ascending): part of the list above
Below each SMILES – sPLA2-III inh	hcDAF-12 act	SMARCA2 act	GC-A act	GC-B act	KLK7 zymogen act	DAX1 inh-2	FXN GAA850 act	hgDAF12 agonist	ssDAF-12 act	DAX1 inh-1
33: CC(=O)N1CCOc2ccc(S(=O)(=O)Nc3ncccc3C)cc21
    10	-1.2	-3	6	0	-0.1	-0.1	-1.4	0.5	-0.6	0.1
41: Cc1cc2oc(=O)cc(-c3ccccc3)c2c(C)c1-c1ccc(C#N)cc1
    11	-0.3	-1	-24	-26	0.6	-1.3	1.3	2.7	-0.9	-2.4
42: O=C(COC(=O)CCCN1C(=O)c2cccc3cccc(c23)C1=O)NC1CCS(=O)(=O)C1 (stereo unspecified)
    3	-0.1	-1	-2	-2	-0.9	-0.3	-0.7	0.6	-0.5	-0.9
